# DNA FID counter: displaces DNA intercalator in HCV helicase counter-screen. inhibition, % at 7.9 µM. 290,000 tested, 0.17% active. DNA fluorescent intercalator displacement, fluorescence. AID 1845; in the data active = inhibition above about 37%;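 also: 0% = vehicle and 100% = reference compound; higher means more ethidium bromide displaced from hairpin DNA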
# NS3 helicase inh: blocks Hepatitis C virus NS3 helicase unwinding. NS3 helicase DNA unwinding, Cy5 molecular beacon fluorescence. inhibition, % at 10.9 µM. 290,000 tested, 0.56% active. AID 1800;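 active = inhibition above the mean of all tested compounds plus 3 SD, set per campaign, cut at about 35% in these data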;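 also: 0% = DMSO wells and 100% = thioflavine S control wells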
#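 System: HCV NS3 helicase fragment; control set: DMSO and thioflavine S; technique: Cy5 fluorescence at 0 and 60 min, beacon hairpin quenching; reagent: beacon DNA duplex substrate plus ATP; replicates: singlicate; schedule: 1 h reaction at 25 °C, ATP-initiated; medium: MOPS buffer pH 6.5 with MgCl2, DTT, Tween20, BSA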
# SUMO HTRF inh: inhibitors of human SUMOylation (UBC9); P63279; HTRF SUMOylation assay, SAE1/SAE2 + UBC9, in vitro; inhibition, % at 35 µM; 290,000 tested, 0.36% active; in the data active = inhibition above about 50%, passing the limit was not always enough; also: strong numbers were not always called active
# Target sequence (P63279 whole entry, looked up): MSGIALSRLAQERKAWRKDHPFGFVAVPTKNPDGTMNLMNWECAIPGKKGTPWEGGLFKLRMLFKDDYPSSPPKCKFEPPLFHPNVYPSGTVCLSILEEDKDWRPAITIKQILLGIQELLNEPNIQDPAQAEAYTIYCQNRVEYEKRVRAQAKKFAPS
# VIM-2 inhibitor: blocks Pseudomonas aeruginosa VIM-2 metallo-beta-lactamase; inhibition, % at 5.6 µM; purified VIM-2, nitrocefin hydrolysis, epi-absorbance fluorescence; 290,000 tested, 0.89% active;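 active = inhibition above the mean of all tested compounds plus 3 SD, cutoff set per screening run, cut at about 7.5% in these data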;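 also: red hydrolysis product quenches plate fluorescence so inhibitors raise well fluorescence; 0% = enzyme with DMSO and 100% = DMSO without enzyme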
# IDE inh: cellular human IDE inhibition | AID 434962 | inhibition, % at 5.59 µM | HEK cells, FAbetaB cleavage, fluorescence polarization | P14735 | 320,000 tested, 0.41% active;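 active = percent inhibition above the average of all tested compounds plus 3 SD, set per screening campaign, cut at about 16% in these data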;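 also: IDE supplied by intact live HEK cells; FP after avidin binding of uncleaved biotin substrate so inhibition keeps polarization high; 0% = DMSO wells and 100% = 60 µM reference IDE inhibitor Ii1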
# p-CIP stab down: compounds decreasing mouse p/CIP protein stability. Q05BA5. F442A p/CIP-EGFP cells, EGFP fluorescence, 16 h. decrease of EGFP signal, % at 10 µM. 290,000 tested, 0.01% active;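 active = EGFP signal decrease of at least 30% at 10 µM or well 3 SD below plate mean, unless failing retest; inactive = the rest, including hits failing retest or dose response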; also: some compounds called inactive have numbers as strong as hits; many of its hits are not listed in these tables
# IMP-1 inhibitor: blocks Pseudomonas aeruginosa IMP-1 metallo-beta-lactamase | purified IMP-1, nitrocefin hydrolysis, epi-absorbance fluorescence | inhibition, % at 5.6 µM | 290,000 tested, 0.45% active | AID 1556;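 active = inhibition above the mean plus 3 SD of all compounds in the same screening run, cut at about 4.5% in these data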;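 also: 0% = IMP-1 with DMSO and 100% = DMSO wells lacking enzyme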
#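 Assay system: purified recombinant IMP-1 beta-lactamase. Input: IMP-1 0.2 nM before substrate addition. Buffer or medium: Zinc- and detergent-supplemented HEPES buffer, pH 7.1. Schedule: 25 °C, 15 min preincubation, 25 min reaction. Signal: Epi-absorbance fluorescence, 480 nm excitation, 530 nm emission. Evaluation: percent inhibition from optical density relative to buffer-blank wells.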
# M18AAP inhibitor: PfM18AAP enzyme inhibition; recombinant PfM18AAP, H-Glu-NHMec fluorogenic cleavage; inhibition, % at 7.35 µM; 290,000 tested, 1.2% active; AID 1822;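 active = inhibition above the campaign mean inhibition over all tested compounds plus 3 SD, cut at about 28% in these data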;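 also: 0% = plate median of test compound wells and 100% = 2 mM ZnCl2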
# IDE cell activ: boosts human insulin-degrading enzyme activity in HEK cells; 340,000 tested, 0.073% active; AID 493087; FAbeta-B cleavage, fluorescence polarization; 0% vehicle, 100% cell-free pure enzyme wells; activation, % at 5.96 µM; P14735;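 active = activation above the mean of all tested compounds plus 3 SD, set per screening campaign, cut at about 17% in these data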
# An asterisk follows results filed as active; · = no result given.
SMILES,DNA FID counter,NS3 helicase inh,SUMO HTRF inh,VIM-2 inhibitor,IDE inh,p-CIP stab down,IMP-1 inhibitor,M18AAP inhibitor,IDE cell activ
O=C(c1ccccc1)N1CCC(CC2CC(c3cccc(Br)c3)=NO2)(C(=O)NCC2CCCCC2)CC1 (stereo unspecified),-32,-15,-20,-2.8,3,6,-2.5,6,5
CN(Cc1ccccc1)C(=O)COC(=O)/C=C/c1ccco1,-11,25,15,-4.6,1,16,-1.5,2,-3
CC#CC(=O)NCC1(N(C)Cc2ccccc2)Cc2ccccc2C1,-9,-26,2,-4.1,-4,-72,-2.4,-16,-1
Cc1cccc(/C=N/NC(=O)c2c(-c3ccccc3)noc2C)c1O,-22,2,-14,-2.2,-7,-19,-1.3,29*,-3
COc1ccc(CN2CCNC(=O)C2CC(=O)NCc2cn3ccc(C)cc3n2)c(OC)c1 (stereo unspecified),-13,-9,8,-2.6,-7,5,-4.2,5,3
Nc1nc(O)c(CC(=O)O)s1,-3,3,25,-4.3,5,-4,-4.0,0,0
CCCCCCc1ccc(N2C[C@H](CCCCC)[C@@H](CC(=O)NCc3ccc(OC)cc3)C2=O)cc1,-10,29,-3,2.0,2,-8,1.5,14,1
COc1ccc(NC(=O)CSCC(=O)Nc2cc(Cl)ccc2N2CCCC2)cc1,-23,-7,-10,0.6,-2,-1,2.1,21,8
CN(C)CCCNC(=O)C(=O)NCC1OCCN1S(=O)(=O)c1cccs1 (stereo unspecified),3,-13,-2,-2.6,-5,6,-4.1,-1,7
Cc1ccccc1NC(=O)c1ccc2c(c1)C(=O)N(CCC(C)C)C2=O,-7,16,4,-2.4,-5,-6,-3.4,5,0
O=c1cc(O)c2c(=O)n(C3CCCCC3)c3ccccc3c2o1,-7,7,24,-2.8,-6,35,-4.4,-3,1
CCOC(=O)C1CCN(C(=O)c2sc3nc(C)nc(N4CCC(C)CC4)c3c2C)CC1,-18,3,3,-0.2,3,2,-2.8,3,1
COCCCN=C1NN=C(c2cc(C)n(-c3ccccc3)c2C)CS1,-18,1,9,-5.7,9,-10,-3.5,8,-3
O=C(Nc1ccn(Cc2c(F)c(F)cc(F)c2F)n1)c1ccc(COc2ccc(Cl)cc2Cl)o1,1,1,-13,-0.1,7,-11,-3.3,4,-1
CCOC(=O)C(CCCOc1cccc(OC)c1)C(=O)OCC,-18,-5,-2,-1.1,-1,-22,-3.4,-4,0

# Shown with bars between the fields: part of the list above.
SMILES | DNA FID counter | NS3 helicase inh | SUMO HTRF inh | VIM-2 inhibitor | IDE inh | p-CIP stab down | IMP-1 inhibitor | M18AAP inhibitor | IDE cell activ
COc1ccc(CN2CCNC(=O)C2CC(=O)NCc2cn3ccc(C)cc3n2)c(OC)c1 (stereo unspecified) | -13 | -9 | 8 | -2.6 | -7 | 5 | -4.2 | 5 | 3
Nc1nc(O)c(CC(=O)O)s1 | -3 | 3 | 25 | -4.3 | 5 | -4 | -4.0 | 0 | 0
CCCCCCc1ccc(N2C[C@H](CCCCC)[C@@H](CC(=O)NCc3ccc(OC)cc3)C2=O)cc1 | -10 | 29 | -3 | 2.0 | 2 | -8 | 1.5 | 14 | 1
COc1ccc(NC(=O)CSCC(=O)Nc2cc(Cl)ccc2N2CCCC2)cc1 | -23 | -7 | -10 | 0.6 | -2 | -1 | 2.1 | 21 | 8
CN(C)CCCNC(=O)C(=O)NCC1OCCN1S(=O)(=O)c1cccs1 (stereo unspecified) | 3 | -13 | -2 | -2.6 | -5 | 6 | -4.1 | -1 | 7
Cc1ccccc1NC(=O)c1ccc2c(c1)C(=O)N(CCC(C)C)C2=O | -7 | 16 | 4 | -2.4 | -5 | -6 | -3.4 | 5 | 0
O=c1cc(O)c2c(=O)n(C3CCCCC3)c3ccccc3c2o1 | -7 | 7 | 24 | -2.8 | -6 | 35 | -4.4 | -3 | 1
CCOC(=O)C1CCN(C(=O)c2sc3nc(C)nc(N4CCC(C)CC4)c3c2C)CC1 | -18 | 3 | 3 | -0.2 | 3 | 2 | -2.8 | 3 | 1
COCCCN=C1NN=C(c2cc(C)n(-c3ccccc3)c2C)CS1 | -18 | 1 | 9 | -5.7 | 9 | -10 | -3.5 | 8 | -3
O=C(Nc1ccn(Cc2c(F)c(F)cc(F)c2F)n1)c1ccc(COc2ccc(Cl)cc2Cl)o1 | 1 | 1 | -13 | -0.1 | 7 | -11 | -3.3 | 4 | -1
CCOC(=O)C(CCCOc1cccc(OC)c1)C(=O)OCC | -18 | -5 | -2 | -1.1 | -1 | -22 | -3.4 | -4 | 0

# Next entries.
SMILES,DNA FID counter,NS3 helicase inh,SUMO HTRF inh,VIM-2 inhibitor,IDE inh,p-CIP stab down,IMP-1 inhibitor,M18AAP inhibitor,IDE cell activ
COc1ccc(Cn2c(S(=O)(=O)CC(N)=O)nc3ccccc32)cc1[N+](=O)[O-],5,0,18,6.4,4,-4,-4.0,-12,·
Cn1c(SCC(=O)NCc2ccc3c(c2)OCO3)nc2scc(-c3cccs3)c2c1=O,-4,14,9,-1.9,5,-6,-2.6,2,-1
CCOC(=O)C1CCN(S(=O)(=O)Cc2ccccc2)CC1,-7,6,21,-3.2,0,0,-3.8,3,-1
Cc1cccc(N(Cc2cc3ccccc3[nH]c2=O)S(C)(=O)=O)c1,-20,-4,-6,-1.0,3,10,-1.8,7,3
Cc1ccc(Nc2cc(C)c3c(O)cccc3n2)cc1C,14,-42,-4,3.3,5,9,-0.3,-2,6
Cc1ccc(NC(=O)COc2ccccc2CNC(C)(C)CC(C)(C)C)cc1,17,-16,7,-3.6,-4,-6,-4.2,-5,3
COc1cc(/C=C2\SC(=O)NC2=O)ccc1Oc1ccc([N+](=O)[O-])cc1[N+](=O)[O-],-6,3,46,-0.1,-4,4,-4.0,13,1
COc1ccc(NC(=O)C(NC(C)=O)C(=O)NCc2ccccc2Cl)cc1 (stereo unspecified),-4,0,6,0.4,-1,4,-0.1,3,1
O=C1c2cc(F)ccc2OC2(CCNCC2)C12CC(c1ccccc1)=NO2 (stereo unspecified),·,·,20,·,-5,-9,·,·,4
O=c1cc(O)c(-c2ccc(Cl)cc2)c(Cl)[nH]1,0,-8,10,1.2,-4,-11,0.8,1,-1
O=C(CSCc1c(Cl)cccc1Cl)NCc1ccco1,-6,1,12,-0.3,5,-3,-1.9,2,3
O=C(NCCc1ccccn1)c1cccnc1Oc1ccc(Cl)cc1,-10,-18,22,-3.0,2,-11,-3.0,-16,-1
CCC(C)NC(=O)C1(O)c2cc(Br)ccc2NC(=O)N1c1cccc(OC)c1 (stereo unspecified),-14,-5,6,-1.9,-2,-4,-3.1,2,1
COC(=O)c1cccc(S(=O)(=O)N2CCC(C)CC2)c1,-5,0,26,-1.2,2,-2,-4.3,-10,6
Cn1c(SCC(=O)NCC2CCCO2)nnc1-c1ccc(S(=O)(=O)N2CCCC2)cc1 (stereo unspecified),-15,-2,12,-2.9,0,-14,-3.0,-5,-1
Nc1ccc(Sc2ccc([N+](=O)[O-])cc2)cc1,6,-11,-3,-2.7,6,3,-2.3,2,-4
N/C(=N\OC(=O)c1ccccc1)c1ccn[nH]1,-7,7,-6,-2.6,-2,4,-1.1,2,4
COc1cc(OC)cc(-c2ncc3ccccn23)c1,6,2,15,1.6,4,-7,-1.3,7,-5
N#C/C(=C\c1ccc(O)cc1)c1nc2ccccc2o1,-5,0,-4,-2.1,43*,-78,-4.1,14,-124
Cc1cc(C)c(C(=O)N(CCN(C)C)CC2CCCN(Cc3ccccc3F)C2)o1 (stereo unspecified),27,-18,-4,1.7,-1,-16,2.1,3,1
Cc1ccsc1C(=O)N1CCCC(N2CCN(c3cccc(Cl)c3)CC2)C1 (stereo unspecified),-28,-7,4,-1.7,-2,-1,-3.6,-5,-1
COc1ccc(S(=O)(=O)N2CCc3ccccc3C2)cc1C(=O)O,-13,18,2,-3.5,12,-22,-5.7,-6,5
COc1ccc(OCCCC(=O)Nc2nc(C)c(C(C)=O)s2)cc1,-7,0,13,1.3,1,0,-2.1,-14,5
O=C(CN1C(=O)CSc2ccc(S(=O)(=O)N3CCOCC3)cc21)NCc1ccc(Cl)cc1,-38,-8,·,-4.5,5,1,-0.9,-3,9
O=C(Nc1cccc(C(=O)O)c1)/C(=C\c1ccc2c(c1)OCO2)NC(=O)c1ccccc1,-33,6,10,-2.7,6,8,-1.5,12,·
Cc1nc2cc(C(F)(F)F)ccc2n1C1CCN(CC(=O)N2CCCC2)CC1,6,6,2,-3.4,3,14,-3.7,4,-5
N#C/C(=C\c1cccc(O)c1)C(=O)Nc1ccc2c(c1)OCCO2,2,-3,3,-0.1,-3,10,-2.0,0,-4
O=C(NN=C1CCCCCC1)c1c[nH]c2ccccc12,-5,7,2,-0.7,6,-2,-2.6,-64,8
NS(=O)(=O)c1cccc(NC(=S)NCc2ccc3c(c2)OCO3)c1,-8,-7,11,0.2,3,-18,-2.6,-4,3
CS(=O)(=O)N(CC(=O)Nc1ccccc1-c1ccccc1)c1cccc(F)c1,-27,-9,1,-3.6,10,-4,-1.8,2,3
Cc1cc(C)cc(NC(=O)CN2CCN(CCN=CC3=C(O)CC(c4ccc(Cl)cc4)CC3=O)CC2)c1 (stereo unspecified),0,-23,-27,-1.8,4,-6,-2.8,0,0
CCCC/C(C)=N/NC(=O)NC1CCCCC1,-4,-5,-1,-5.1,5,-7,-0.1,1,-2
O=C(NCCOCc1ccc(Cl)cc1)c1ncn[nH]1,2,9,5,-1.6,5,-3,0.8,4,5
Cc1ccc(NC(=O)c2ccccc2N(C)S(C)(=O)=O)cc1C,-1,1,-19,-2.8,1,-12,-2.1,-10,6
Cc1ccc2nc(N3CCN(S(=O)(=O)c4ccc5c(c4)OCCO5)CC3)c(C#N)cc2c1,-3,-7,-13,-2.9,9,-14,-0.2,4,2
O=C(CN(Cc1ccccc1)C(=O)CNS(=O)(=O)c1ccc(Cl)cc1)NCC1CCCO1 (stereo unspecified),-34,0,-1,0.1,1,-11,-3.0,2,3
CCOC(=O)c1c(NC(C)=O)sc2c(OCCN(CC)CC)c(Br)ccc12,5,-16,12,3.9,1,-17,-2.2,3,9
O=C(O)CCn1c(-c2ccccn2)nc2ccccc21,-4,2,15,-1.0,1,0,-0.4,5,-2
CCc1ccccc1NC(=S)N(CCCN1CCOCC1)Cc1ccccn1,0,14,-2,-3.6,-4,5,-4.5,2,-1
Cc1nc2ncnn2c(C)c1Cc1ccc(Cl)cc1,-1,3,15,-3.5,5,-10,-1.3,3,1
CCN1CCN(C(=S)Nc2ccc3nc(N4CCN(CC)CC4)cc(C)c3c2)CC1,46*,7,9,3.0,2,2,-1.4,8,0
O=C(CCCCC(=O)NCCc1ccccc1)NCCc1ccccc1,-25,-1,11,0.8,0,3,0.2,-19,-1
Cc1c(C(=O)OC2CCCCC2)[nH]c2c1C(=O)CC(C)(C)C2,-11,3,3,-2.4,-2,-6,-2.4,-11,-4
Cc1ccc(S(=O)(=O)/N=C(\Nc2cccc(C)c2)Nc2nc(C)cc(C)n2)cc1,3,0,8,-2.4,0,-18,-3.7,1,-5

# Screens deposited in PubChem BioAssay by several laboratories.
